HCV inhibitor = inhibitors of hepatitis C virus infection; Potency, µM (series often up to 41.8 µM), for inactives: at the highest dose activity change, negative = inhibition, usual class: inhibitors; 3.4% of 340,000 active; AID 651820; Huh7.5.1 HCVcc-Cre infection, luciferase reporter, 44 h; note: potency is the fitted concentration of half-maximal effect
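Reporter virus HCVcc-Cre (~0.5 moi) infects cells exposed to compound; seeding density 1,000 cells/well with 4 h settling beforehand. Luminescence, 15 sec read, taken 44 h post-infection following a 15 min RT substrate incubation.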
AMA1 RON2 block = inhibitors of Plasmodium falciparum AMA1-RON2 interaction. AlphaScreen AMA1-biotinylated RON2 peptide binding. Potency, µM (series often up to 58.2 µM), without a hit: at the highest dose activity change, negative = inhibition, usual class: inhibitors. 0.2% of 360,000 active. AID 720542;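 note: potency is the fitted concentration of half-maximal effect; 0% = vehicle wells and -100% = peptide control; nearly all actives have a fitted effect of over 45% in size; some results filed as inactive show a strong effect at the top dose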
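AMA1 (3D7) with his tag at 25 nM final met compounds first, then biotinylated RON2 peptide at 25 nM; detection used donor plus acceptor beads, 10 µg/mL apiece, read by AlphaScreen after 30 min at room temperature.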
LmPK inh = LmPK (Leishmania mexicana) enzyme inhibition; Q27686; purified LmPK, Kinase-Glo ATP luminescence, 1 h; Potency, µM (titrated, usually from 57.5 µM), for inactives: top-dose activity change, negative = inhibition, most hits filed as inhibitors; 0.37% of 290,000 active; note: potency is the fitted concentration of half-maximal effect
Target sequence (Q27686 whole entry, looked up): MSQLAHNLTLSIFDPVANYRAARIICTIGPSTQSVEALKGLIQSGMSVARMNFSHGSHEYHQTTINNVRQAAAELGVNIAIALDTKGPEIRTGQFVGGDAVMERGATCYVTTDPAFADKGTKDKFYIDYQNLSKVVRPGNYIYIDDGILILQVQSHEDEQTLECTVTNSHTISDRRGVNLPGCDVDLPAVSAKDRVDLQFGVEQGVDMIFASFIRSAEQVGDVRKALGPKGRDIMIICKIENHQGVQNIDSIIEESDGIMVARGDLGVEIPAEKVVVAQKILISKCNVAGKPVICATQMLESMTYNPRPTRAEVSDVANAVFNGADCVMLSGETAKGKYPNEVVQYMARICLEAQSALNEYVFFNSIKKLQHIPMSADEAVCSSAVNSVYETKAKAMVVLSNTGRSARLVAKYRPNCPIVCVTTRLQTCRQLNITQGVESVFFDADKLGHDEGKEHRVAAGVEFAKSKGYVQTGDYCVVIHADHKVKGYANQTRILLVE
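In 50 mM imidazole pH 7.2 with 7 mM MgCl2, LmPK (0.1 nM) turned over PEP (0.5 mM) and ADP (0.1 mM) for 1 h at room temperature. Luciferase read-out of ATP.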
TbPYK inhibitor = blocks Trypanosoma brucei pyruvate kinase. Q57TT1. TbPYK enzyme, Kinase-Glo Plus ATP luminescence, 45 min. Potency, µM (titrated, usually from 76.8 µM), for the others: at the highest dose activity, negative = inhibition, usual class: inhibitors. 0.12% of 410,000 active; note: potency is the fitted concentration of half-maximal effect; nearly all actives have a fitted effect of over 50% in size
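Readout: single end-point luminescence (Kinase-Glo Plus, 10 min). Reaction conditions were TbPYK/substrate plus 130 uM ADP, 45 min at RT, pH 7.2 TEA buffer. No-enzyme wells served as controls, and data were normalized before concentration-response fitting.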
HCMV antiviral = blocks human cytomegalovirus replication; HFF cells, HCMV-luciferase reporter, 72 h; hits give low values; activity change, negative = inhibition, % at 57.5 µM; 4.5% of 410,000 active; AID 1259415; in the data active = activity change below about -60%; inconclusive = no clear call, values can overlap the other calls; inactive = above about -39%
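Human foreskin fibroblasts infected with luciferase-reporter HCMV at MOI 1 PFU/cell, compounds at two doses. Luciferase measured 72 h post infection; normalized to buffer-only basal and Salinomycin (10uM) controls.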
AmpC inh detg = AmpC beta-lactamase inhibition with detergent present; P00811; AmpC hydrolysis of nitrocefin, absorbance 480 nm, 0.01% Triton; Potency, µM (series often up to 114 µM), inactives show at the top dose activity change, negative = inhibition, most hits filed as inhibitors; 0.041% of 370,000 active; AID 485294;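 note: potency is the fitted concentration of half-maximal effect; 0% = no-compound wells and -100% = no-enzyme wells; nearly all actives have a fitted effect of over 25% in size; some results filed as inactive show a strong effect at the top dose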
Target sequence (P00811 whole entry, looked up): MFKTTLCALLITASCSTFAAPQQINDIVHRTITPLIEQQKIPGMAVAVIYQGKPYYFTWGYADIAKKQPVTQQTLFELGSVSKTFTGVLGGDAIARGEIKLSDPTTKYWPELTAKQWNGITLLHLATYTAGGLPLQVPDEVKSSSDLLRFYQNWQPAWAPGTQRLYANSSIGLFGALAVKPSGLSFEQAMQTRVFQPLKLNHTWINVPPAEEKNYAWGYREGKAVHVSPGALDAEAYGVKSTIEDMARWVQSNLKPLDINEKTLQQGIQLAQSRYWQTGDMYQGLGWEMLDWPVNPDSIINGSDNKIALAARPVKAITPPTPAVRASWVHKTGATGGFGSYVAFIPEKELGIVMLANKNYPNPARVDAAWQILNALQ
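20 mM phosphate pH 7.0 + 0.01% (detergent screen) or 0.0001% Triton X-100; 5.3 nM AmpC reagent; cpd preinc 15 min RT; nitrocefin (800 uM stock) to start; A480 q20 s × 4 min; Activity was normalised to no-enzyme and no-compound control wells.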
AmpC no deterg = AmpC beta-lactamase inhibition without detergent. P00811. AmpC nitrocefin hydrolysis, absorbance 480 nm, 0.0001% Triton. Potency, µM (series often up to 57.1 µM), without a hit: top-dose activity change, negative = inhibition, most hits filed as inhibitors. 0.52% of 330,000 active;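 note: potency is the fitted concentration of half-maximal effect; plate controls were no compound for no effect and no enzyme for full effect; nearly all actives have a fitted effect of over 20% in size; some results filed as inactive show a strong effect at the top dose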
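AmpC (5.3 nM in the dispensed reagent) in 20 mM phosphate pH 7.0 with 0.01% (detergent screen) or 0.0001% Triton X-100 was preincubated with compounds for 15 min at room temperature. Nitrocefin was then added from an 800 uM solution, and hydrolysis was followed at 480 nm.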
The depositor's hits bear a star; ? = inconclusive; / = not tested or not shown; & = joins results of further samples; [ ] = another dose, or the depositor's remark. Unless noted, calls come from the whole dose curve; as a rule, active = well fitted curve in the direction sought with a large enough effect; inconclusive = small, poorly fitted or top-dose-only effect, or another doubt; inactive = no such curve, though single readings can be large; an effect the other way counts as inactive or inconclusive. Unless noted, % is set by controls: 0 for no effect and ±100 for the full control effect.

nr	canonical_smiles	AmpC no deterg	HCMV antiviral	TbPYK inhibitor	AmpC inh detg	AMA1 RON2 block	LmPK inh	HCV inhibitor
1	CC(OC(=O)c1ccc(Cl)c(S(N)(=O)=O)c1)C(=O)NCc1ccc2c(c1)OCO2 (stereo not drawn)	-19%	-28	8%	-9%	-6%	/	?
2	O=C(O)CCc1ccc(-c2ccccc2)n1-c1ccc(C(=O)O)cc1	-15%	6	-9%&-14%	3%&-5%	-2%	6%	14%
3	O=C(c1ccc(Br)s1)N1CCc2ccccc2C1	-31%	/	4%	3%	18%	-5%	?
4	CC1(C(=O)OCC(=O)Nc2ccc(S(=O)(=O)N3CCOCC3)cc2)CC1(Cl)Cl (stereo not drawn)	-19%	-31	4%	/	2%	/	-15%
5	CC1=C(C(=O)Nc2cccc(C)n2)C(c2ccc3c(c2)OCO3)C2=C(CC(c3ccco3)CC2=O)N1 (stereo not drawn)	-6%	23	-1%	-8%	12%	3%	0%
6	CC(C)(C)c1ccc(Oc2ccc(N)cn2)cc1	-2%	-72*	-7%	-6%	-6%	0%	4µM*
7	Cc1onc(-c2ccccc2)c1C(=O)N(Cc1ccccc1)C(C)C	12%	-27	-5%	?	6%	8%	-8%
8	CCC(Sc1nc2ncnc(N)c2[nH]1)C(=O)O (stereo not drawn)	-15%	-25	-1%	2%	-10%	-3%	-13%
9	O=C(NC1CCSc2ccccc21)c1ccc(F)c(S(=O)(=O)N2CCOCC2)c1 (stereo not drawn)	108%[activator]	32	2%	-5%	-6%	-6%	/
10	Cc1ccccc1Nc1c(-c2c[nH]c3ccccc23)nc2cccc(C)n12	/	40	0%	10%	/	/	/
11	Cc1nc(CSc2ccc(Cl)cc2)cc(N2CC(C)OC(C)C2)n1 (stereo not drawn)	62%[activator]	-5	2%	0%	6%	-2%	-3%
12	Cc1cc(C)cc(NC(=O)c2cc(S(=O)(=O)N3CCCC3)cn2C)c1	-12%	26	-13%	-7%	0%	-5%	4%
13	CCOc1ccc(NC(=O)c2cc(S(=O)(=O)N3CCOCC3)ccc2F)cc1	/	?	-6%	-4%	/	/	/
14	CCC(c1nnnn1C1CCCCC1)N(Cc1ccco1)Cc1cc2ccc(OC)cc2[nH]c1=O (stereo not drawn)	-10%	?	3%	1%	12%	1%	3.5µM*
15	CN(C(=O)C1CCCN(c2ncnc3c2nc2n3CCCCC2)C1)c1cccc(Cl)c1 (stereo not drawn)	194%[activator]	9	-2%	-1%	0%	8%	?
16	Cc1ccccc1Nc1c2c(nc3nncn13)CCC2	/	7	0%	10%	/	/	/
17	OCC1(CCOc2ccccc2)CCN(Cc2cn[nH]c2-c2ccc(F)cc2)CC1	60%	?	-2%	-6%	6%	-4%	0%
18	CC(C)CC(NC(=O)CCl)c1ccccc1 (stereo not drawn)	-17%	?	-9%	0%	10%	-1%	5%
19	COc1ccc(C)cc1S(=O)(=O)NCC(c1ccc(N(C)C)cc1)N1CCc2ccccc21 (stereo not drawn)	/	18	-8%	-4%	/	/	/
20	COc1cccc(-c2cccc(NC(=O)C3CCN(C4CCC4)CC3)c2)c1	-9%	22	-9%	1%	18%	6%	/
21	Cc1cc(C)c2nc(N(Cc3cccnc3)C(=O)c3cccs3)sc2c1	/	0	-1%[15.4 µM]	3%	/	/	/
22	CCOCCOC(=O)C1=C(C)Nc2ccc(C)cc2S1	11%	41	-16%	-4%	0%	0%	-5%
23	O=[N+]([O-])c1c(Cl)c(Cl)c(Cl)c(Cl)c1Cl	/	-16	-5%	/	-12%	/	-25%
24	CC1(C(=O)Nc2cccc(C(F)(F)F)c2)Cc2ccccc2C(=O)O1 (stereo not drawn)	/	-5	1%	10%	/	/	/
25	COC(=O)[C@]1(C)N[C@H](CN(C)S(=O)(=O)c2ccc(-c3ccccc3)cc2)[C@@H]2C(=O)N(C)C(=O)[C@@H]21	231%[activator]	-3	5%	/	0%	/	?
26	CCN(CC)S(=O)(=O)c1ccc(N2CCOCC2)c(NC(=O)Cc2ccc(Cl)cc2)c1	39%	?	-5%	-6%	3%	4%	?
27	Cc1ccc(CNC(=O)C2CC(c3cc(C(F)(F)F)cc(C(F)(F)F)c3)=NO2)o1 (stereo not drawn)	83%[activator]	70	-10%	-1%	18%	3%	24%[8.37 µM]
28	O=C(O)[C@H]1C[C@@H]1[C@H](NP(=O)(c1ccccc1)c1ccccc1)c1ccccc1	-5%	-8	3%	1%	18%	1%	31%[activator]
29	CCc1ccccc1NC(=O)CC(c1ccc(OC)cc1)n1cccc1 (stereo not drawn)	-20%	-19	2%	-9%	-5%	1%	-5%
30	CCNC(=O)C1CCCN(C(=O)Cc2cccs2)CC1 (stereo not drawn)	/	15	-3%	/	-10%	/	/
31	COc1ccccc1NC(=S)NN1CCN(C)CC1	-24%	-17	-5%	6%	17%[11.6 µM]	0%	16%
32	CC(C)c1nc(-c2ccccc2)c(-c2ccccc2)[nH]1	-32%	25	0%	?	-1%	-4%	-19%
33	Cc1ccc(C(C)(C)C)c(OCC(=O)Nc2ccc(Cl)cc2C(=O)c2ccccc2)c1	/	8	-5%	15%	/	/	/
34	Cc1cc(C)cc(Nc2cc(=O)n(C3CCCCC3)c(=O)[nH]2)c1	-54%	14	-6%	0%	3%	-5%	6%
35	CN1C2CCC1/C(=C/c1ccccn1)C(=O)/C2=C\c1ccccn1	-12%	-101*	-13%	?	2%	-5%	3.5µM*
36	CS(=O)(=O)Nc1cccc(C2=NN(C(=O)c3ccco3)C(c3cccs3)C2)c1 (stereo not drawn)	-43%	2	10%	-7%	2%	0%	-27%
37	CCOC(=O)c1cc(-c2ccccc2)nc2nc(N(CC)CC)sc12	139%[activator]	-90*	3%	-11%	97%[activator]	11%	14µM*
38	CCOc1ccccc1NC(=O)c1ccc(OCC(=O)N2CCOCC2)c(OC)c1	7%	?	0%	/	-2%	/	10%
39	COc1ccc(/C=C/CN2CCC(C(=O)NC(c3ccc(F)cc3)c3ccc4ccccc4n3)CC2)cc1 (stereo not drawn)	/	-3	3%	/	-19%	/	/
40	O=C(CCn1c(=O)c2ccccc2n(CC(=O)NCCC2=CCCCC2)c1=O)NCc1ccco1	-5%	15	-4%	?	3%	1%	9%&-12%
41	COc1cc(O)c(C(CC(=O)N2CCN(c3ccccc3)CC2)c2ccc(N(C)C)cc2)c(OC)c1 (stereo not drawn)	40%	-2	-9%	5%	?	1%	?
42	CCN(CC)c1ccc2cc(C(=O)NNC(=O)c3ccc(S(=O)(=O)N4CCCCC4)cc3)c(=O)oc2c1	-11%	?	-10%	-9%	75%[activator]	2%	-5%
43	Cn1c(N)c(C(=O)COC(=O)c2ccnc3ccccc23)c(=O)n(C)c1=O	-9%	13	6%	-3%	30%[activator]	-3%	?
44	COC(=O)c1ccccc1NC(=O)CCc1c(C)nc2cc(-c3ccc(Cl)cc3)nn2c1C	/	?	4%	18%	/	/	/
45	O=C(CSc1nncs1)NC1CCCCCCC1	-25%	-18	-13%	1%	14%	/	-6%
46	COC(=O)c1sccc1NS(=O)(=O)c1ccc(F)cc1F	-14%	15	-4%	0%	-8%	5%	-14%
47	CC(=O)N1CCN(C(=S)c2ccc(Cl)cc2)CC1	-9%	9	-1%	-1%	12%	-7%	6%
48	Cn1nnnc1SCC(=O)NC(=O)NCc1ccccc1	-10%	-15	-3%	2%	6%	-1%	15%
49	O=C(NCc1ccco1)c1noc2c1CCCCC2	-13%	21	2%	-15%	-6%	-3%	-7%
50	O=C(NC(=S)Nc1ccccc1Cl)c1ccco1	-12%	-4	-7%	-20%	5%	0%	-7%
51	CN(C)/C=C/C(=O)c1ccc(Cl)cc1Cl	-22%	-32	0%	0%	21%	-1%	12%
52	CCOC(=O)N1CCC(NC(=O)c2csc3c2CCCC3)CC1	31%	-6	1%	-2%	-4%	13%	1%
53	CCOc1ccc(NC(=O)C2C3C=CC4(O3)C2C(=O)N(Cc2cccnc2)C4C(=O)NC2CCCCC2)cc1 (stereo not drawn)	-4%	/	-4%	2%	16%	-3%	-8%
54	CN(CCC#N)C(=O)COC(=O)c1cccnc1Nc1ccccc1F	-1%[11.4 µM]	14	-11%	-14%	2%	-23%	3%
55	Cc1c(C(=O)NC(Cc2ccccc2)c2nc3ccccc3[nH]2)cccc1[N+](=O)[O-] (stereo not drawn)	-32%	14	3%	-15%	0%	1%	-6%
56	CC(C)[C@H](NC(=O)N1CCn2c1nc1ccccc12)C(=O)NCc1ccc2c(c1)OCO2	78%[activator]	14	3%	-9%	63%[activator]	10%	-18%

3 entries picked at random from the list so far, as already listed:
nr	canonical_smiles	AmpC no deterg	HCMV antiviral	TbPYK inhibitor	AmpC inh detg	AMA1 RON2 block	LmPK inh	HCV inhibitor
53	CCOc1ccc(NC(=O)C2C3C=CC4(O3)C2C(=O)N(Cc2cccnc2)C4C(=O)NC2CCCCC2)cc1 (stereo not drawn)	-4%	/	-4%	2%	16%	-3%	-8%
51	CN(C)/C=C/C(=O)c1ccc(Cl)cc1Cl	-22%	-32	0%	0%	21%	-1%	12%
49	O=C(NCc1ccco1)c1noc2c1CCCCC2	-13%	21	2%	-15%	-6%	-3%	-7%

(more compounds)
nr	canonical_smiles	AmpC no deterg	HCMV antiviral	TbPYK inhibitor	AmpC inh detg	AMA1 RON2 block	LmPK inh	HCV inhibitor
57	Cc1c(-c2cccc(NC(=O)c3ccco3)c2)nc2ncccn12	-27%	-76*	-1%	5%	5%	1%	?
58	CCN(CC)c1ccc(N)cc1S(=O)(=O)Nc1ccccc1OC	-24%	?	?	2%	2%	-14%	-13%
59	Cc1cc(NCc2ccccn2)n2ncc(-c3ccccc3)c2n1	25%	-66*	2%	?	98%[activator]	3%	2.8µM*
60	CCCCc1cc(=O)oc2cc(C)cc(OCC(=O)N[C@@H](CSCc3ccccc3)C(=O)O)c12	-20%	23	-2%	-10%	-8%	-4%	?

Screening results: PubChem, National Center for Advancing Translational Sciences (NCATS)
